From PubChem BioAssay
ssDAF12 agonist – activators of S. stercoralis DAF-12 nuclear receptor | HEK293 ssDAF-12/GRIP1 lit1-tk-luc reporter, luminescence; % of 3 µM dafachronic acid response | activation, % at 6.8 µM | 1% of 370,000 active;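 active = activation above the mean over all tested compounds plus 3 SD, cut at about 0.9% in these data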;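 note: 0% = DMSO-only wells and 100% = 3 µM delta7-dafachronic acid wells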
DAX1 inh-1 – inhibitors of DAX1 repression of SF-1 activated StAR promoter; HEK293T StAR-luciferase reporter, SF-1/DAX-1 repression relief; inhibition, % at 6.8 µM; 1.1% of 370,000 active; AID 652010;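 active = inhibition above the mean over all tested compounds plus 3 SD, cut at about 3.6% in these data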;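 note: 0% = DAX-1 cells with DMSO and 100% = cells lacking DAX-1 with DMSO; higher inhibition means more luminescence from relief of DAX-1 repression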
SMARCA2 activ – SMARCA2 function activation, primary screen | MG213 cells, MMTV-luciferase reporter, dexamethasone, overnight | activation, % at 9.1 µM | 1% of 370,000 active; in the data active = activation above about 7.8%;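 note: 0% = vehicle wells and 100% = reference activator wells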
PLC-gamma1 inh – blocks human PLC-gamma1 enzyme activity; P19174; purified PLC-gamma1, fluorogenic substrate, fluorescence; inhibition, % at 12.2 µM; 0.84% of 370,000 active; in the data active = inhibition above about 9.5%
Target sequence (P19174 whole entry, looked up): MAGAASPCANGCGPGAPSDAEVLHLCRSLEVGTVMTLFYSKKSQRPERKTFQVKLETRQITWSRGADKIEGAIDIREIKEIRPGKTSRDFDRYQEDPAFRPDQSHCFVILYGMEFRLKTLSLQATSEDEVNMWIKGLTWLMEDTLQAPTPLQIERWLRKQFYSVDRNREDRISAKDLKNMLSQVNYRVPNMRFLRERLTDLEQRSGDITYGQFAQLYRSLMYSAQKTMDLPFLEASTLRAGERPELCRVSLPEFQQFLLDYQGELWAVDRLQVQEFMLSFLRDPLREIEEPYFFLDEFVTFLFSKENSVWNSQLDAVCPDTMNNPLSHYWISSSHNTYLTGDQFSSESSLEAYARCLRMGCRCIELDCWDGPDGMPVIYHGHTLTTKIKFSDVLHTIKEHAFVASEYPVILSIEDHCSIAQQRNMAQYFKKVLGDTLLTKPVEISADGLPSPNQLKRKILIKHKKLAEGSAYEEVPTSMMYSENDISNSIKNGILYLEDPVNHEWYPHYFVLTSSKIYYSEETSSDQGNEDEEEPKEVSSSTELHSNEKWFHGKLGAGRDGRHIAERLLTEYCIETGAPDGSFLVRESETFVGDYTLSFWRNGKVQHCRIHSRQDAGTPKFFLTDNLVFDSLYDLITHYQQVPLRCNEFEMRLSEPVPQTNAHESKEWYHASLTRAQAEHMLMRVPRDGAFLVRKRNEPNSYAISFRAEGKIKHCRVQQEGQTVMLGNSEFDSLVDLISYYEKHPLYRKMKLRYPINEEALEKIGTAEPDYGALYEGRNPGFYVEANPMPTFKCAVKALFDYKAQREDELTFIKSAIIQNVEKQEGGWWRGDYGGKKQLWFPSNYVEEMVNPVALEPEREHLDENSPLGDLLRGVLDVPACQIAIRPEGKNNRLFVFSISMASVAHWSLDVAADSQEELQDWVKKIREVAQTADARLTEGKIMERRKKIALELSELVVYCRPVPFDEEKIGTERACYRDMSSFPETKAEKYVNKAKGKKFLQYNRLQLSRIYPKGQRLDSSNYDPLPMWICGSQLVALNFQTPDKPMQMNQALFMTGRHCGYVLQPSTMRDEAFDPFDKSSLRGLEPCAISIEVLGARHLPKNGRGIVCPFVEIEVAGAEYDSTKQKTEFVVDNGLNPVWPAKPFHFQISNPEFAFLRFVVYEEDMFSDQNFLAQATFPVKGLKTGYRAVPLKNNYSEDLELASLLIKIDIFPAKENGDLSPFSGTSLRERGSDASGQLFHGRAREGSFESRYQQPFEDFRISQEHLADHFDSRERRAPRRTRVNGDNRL
hgDAF12 agonist – agonists of H. glycines DAF-12 nuclear receptor; HEK293 GAL4-hgDAF12 UAS-luciferase reporter, agonist luminescence; normalized to butyrate control; activation, % at 6.8 µM; 1.8% of 370,000 active; AID 687014;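 active = activation above a cutoff set at the mean of all screened compounds plus 3 SD, cut at about 10% in these data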;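 note: 0% = DMSO wells and 100% = sodium butyrate wells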
DAX1 inh-2 – inhibitors of human orphan nuclear receptor DAX1 (NR0B1). HEK293 Gal4-DAX1 luciferase reporter, luminescence. P51843. AID 504766. inhibition, % at 6.75 µM. 0.99% of 340,000 active;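 active = inhibition above the mean over all tested compounds plus 3 SD, cut at about 4.2% in these data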;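 note: 0% = DAX1-transfected cells with DMSO and 100% = empty-vector control cells with DMSO; inhibition shows as a rise in luminescence from relieved DAX1 repression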
MBD2 DNA inh – inhibitors of human MBD2 binding to methylated oligonucleotide; Q9UBB5; TR-FRET; inhibition, % at 4.4 µM; 0.31% of 370,000 active; AID 686964; in the data active = inhibition above about 13%
hcDAF12 agonist – activators of H. contortus DAF-12 nuclear receptor. HEK293 hcDAF-12 lit1-tk-luc reporter, luminescence; 0% DMSO, 100% Δ7-dafachronic acid. activation, % at 6.8 µM. 1.4% of 370,000 active. AID 652067;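 active = activation above the mean of all tested compounds plus 3 SD, cut at about 5.5% in these data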;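 note: 100% = response to 3 µM Δ7-dafachronic acid high control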
ADAM17 inh – inhibits human ADAM17 | P78536 | recombinant ADAM17, EDANS/DABCYL FRET peptide cleavage | inhibition, % at 6.95 µM | 0.83% of 370,000 active | AID 720648;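 active = inhibition above the mean of compounds lying between control limits plus 3 SD, set per campaign, cut at about 8.5% in these data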;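 note: 0% = DMSO-only wells as the low control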
PLC-beta3 inh – PLC-beta3 (human) inhibition, primary screen. Q01970. 0.18% of 370,000 active. inhibition, % at 12.2 µM. Purified PLC-beta3, fluorogenic substrate, fluorescence; in the data active = inhibition above about 11%;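 note: 0% = median of compound wells on plate and 100% = full blocker control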
NR1D1 modulator – Rev-erb alpha (human) modulation; P20393; Rev-erbα–FITC-DNA binding, fluorescence polarization, 90 min; activity, % at 10 µM; 0.79% of 370,000 active; AID 1259318;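 active = activity above about 14%, limit read from the data; passing the limit was not always enough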;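 note: 0% = DMSO wells with 35 nM protein and 100% = DMSO wells with 750 nM protein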
* = called active by the depositor; i = inactive; . = no result given. The order is random. About 7.4% of those tested had a hit in this group.

Compound	ssDAF12 agonist	DAX1 inh-1	SMARCA2 activ	PLC-gamma1 inh	hgDAF12 agonist	DAX1 inh-2	MBD2 DNA inh	hcDAF12 agonist	ADAM17 inh	PLC-beta3 inh	NR1D1 modulator
CCOc1ccc(C(=O)N2CCN(S(=O)(=O)c3ccc4c(c3)OCCO4)CC2)cc1OCC	-0.4	3.3	-2	-2	0.6	3.6	-3	0.0	-1	-9	-4
Cc1cccc(OCC(=O)Nc2ccc3c(c2)OCCO3)c1	-0.4	1.8	-3	1	9.2	-0.8	4	0.7	-1	0	1
CCCOc1ccc(C(=O)NCCCn2ccnc2)cc1	-1.2	-0.2	1	-1	-0.8	0.5	0	-0.9	-1	0	-1
CC1(C(=O)NS(=O)(=O)c2cccc(F)c2)CCN1C(=O)CCC1CCCC1 (stereo not given)	-0.7	0.4	-3	-10	3.7	.	4	0.3	-7	-16	-2
CC(=O)Nc1ccc(N=Cc2ccc(OCc3ccccc3)cc2)cc1	-0.1	-0.6	-4	6	14*	1.5	1	4.5	2	2	-1
COc1cccc(/C=N/NC(=O)CNC(=O)/C=C\c2ccccc2)c1O	-1.4	-2.7	2	-23	-3.4	-0.4	-7	-0.5	-5	-44	2
CC(c1ccco1)N(C(=O)c1ccc(Cl)c([N+](=O)[O-])c1)c1ccccn1 (stereo not given)	-1.4	-0.1	0	3	1.7	-0.7	1	-1.1	1	2	1
COC(=O)c1[nH]c2cccc(OC)c2c1NC(=O)CN1CCOCC1	-0.5	0.3	0	-211	-0.9	0.4	1	-1.0	-46	-258	2
COc1ccc(Cn2cc(CN3CC(N4CCN(Cc5ccccc5F)CC4)CS3(=O)=O)nn2)cc1 (stereo not given)	-1.9	-2.2	-7	5	-6.2	.	7	-1.6	3	6	2
COc1cc(/C=N/NC(=O)C(=O)NCC2CCCO2)ccc1O (stereo not given)	-1.2	-1.0	-2	4	0.5	-0.6	-3	-0.4	5	4	-2
CN(c1ccccc1)c1ccc(/C=N/N2CCOCC2)cc1	-0.9	2.1	4	-84	11*	5.8*	4	7.0*	-3	-91	-2
CCOc1ccccc1N(C)S(=O)(=O)c1ccc2c(c1)CCN2C(=O)CCC(=O)O	-0.5	-0.1	0	-2	6.0	1.0	-1	-1.2	-3	-7	-8
C=C(C)C(COc1c2occc2cc2ccc(=O)oc12)OC(C)(C)C(O)COc1c2occc2cc2ccc(=O)oc12 (stereo not given)	-0.9	-0.1	1	-3	-0.7	-2.2	2	0.1	-5	-12	-3
O=c1c(-c2ccc(O)cc2)coc2c([C@@H]3O[C@H](CO)[C@@H](O)[C@H](O)[C@H]3O)c(O)ccc12	-1.4	0.1	-1	-459	0.5	0.5	2	0.3	-165	i	-4
CCOc1ccc(OCCN2C(=O)c3ccccc3C2=O)cc1	-0.7	-0.3	-2	5	-1.9	1.0	-3	-2.4	3	-2	0
O=C(N/N=C/c1coc2ccc(Cl)cc2c1=O)c1ccncc1	-0.9	1.0	-2	2	6.9	0.4	0	1.1	0	-9	-12
CCOc1ccccc1CN1CCCC(CNC(=O)Cc2ccc(OC)cc2)C1 (stereo not given)	-0.7	-0.4	0	-1	-0.3	0.0	1	-1.3	-4	-8	7
CCOc1ccc(CN(CC)C(=O)Cc2c[nH]c3ccccc23)cc1OC	0.0	-0.2	-4	2	-0.1	-0.1	-3	2.6	2	-2	-2
Cc1c(NS(=O)(=O)c2cc(C(=O)NCCc3ccc(F)cc3)cc(Cl)c2Cl)c(=O)n(-c2ccccc2)n1C	-1.2	1.3	3	-3	0.1	1.4	26*	0.4	0	-2	-2
O=C(CSc1ccc2c(c1)OCCO2)NC(=O)Cc1ccccc1	-1.3	-0.7	-1	-2	-4.8	-0.5	3	0.9	-4	1	-1
Cc1ccc(C(=O)NCCSC2CCCCC2)cc1S(=O)(=O)Nc1ccccc1	-1.9	-1.2	-5	-2	-0.3	-1.4	-1	-2.9	6	5	0
COC(=O)c1ccc2c(=O)n(CCCCCC(=O)NCc3ccc4c(c3)OCO4)c(=O)[nH]c2c1	-0.6	-0.7	-1	-3	-0.8	-0.1	1	-1.3	-5	-5	-5
COC(CN1C(=O)C(=O)/C(=C(/O)c2ccccc2)C1c1ccccn1)OC (stereo not given)	-1.1	-0.4	2	5	-1.8	0.4	0	-0.5	4	5	-4
CCS(=O)(=O)Nc1ccc2c(c1)C(=O)N(C)[C@@H]1CC[C@H](CC(=O)OC)O[C@H]1CO2	-1.2	0.7	2	0	1.4	.	-1	0.8	-1	-3	9
COc1ccc(S(=O)(=O)N2CCC(C(=O)N3CCCC3)CC2)cc1	-1.7	-0.3	1	-1	-0.2	0.7	4	-1.7	-5	-2	-1
COc1ccc(NC(=O)/C(Cl)=C(/Cl)S(=O)(=O)Cc2ccccc2)cn1	-2.1	-4.9	-9	10*	-6.3	-3.7	0	-2.0	3	7	-6
COc1ccc(/C=C2\C(=O)c3ccccc3OC2c2ccccc2)cc1 (stereo not given)	-1.5	-0.8	2	-11	5.5	1.4	4	-1.5	-1	-21	-2
Cc1cccc(C(=O)N/C(=C\c2ccc(C)o2)C(=O)O)c1	-1.4	0.0	0	-7	3.3	0.2	-4	0.3	-5	-10	-3
O=C(CCNC(=O)c1ccc(Cl)cc1)Nc1ccc(S(=O)(=O)N2CCCCC2)cc1	-0.6	-0.1	-3	2	-1.1	-0.2	0	-0.1	-2	-2	-5
COC(=O)[C@@H]1C[C@]2(Br)c3ccccc3N(S(=O)(=O)c3ccccc3)[C@@H]2N1C(=O)OC	-0.6	0.4	0	6	-0.5	-0.7	-2	0.2	5	-1	1
Cc1ccnc2nc(C(=O)Nc3nnc(CC(C)C)s3)nn12	-0.8	0.4	2	-1	2.7	-0.3	-2	-1.9	0	-1	-2
CCc1cc(C(=O)N2CCCc3ccccc32)sc1C	-0.5	0.4	2	1	1.3	0.7	2	0.2	1	-9	-1
COC(=O)C(=Cc1ccc(-c2ccsc2C(=O)OC)o1)C(=O)OC	-1.1	-0.3	7.9*	-166	-1.4	0.4	-3	-0.4	-5	-257	0
CCC(C)CN1C(=O)CSCC1(C)C(=O)Nc1c(C)cccc1C (stereo not given)	-0.2	-0.1	-4	-3	4.0	.	3	0.7	0	0	-4
Cc1nn2c(NCc3cccnc3)c3c(nc2c1-c1ccccc1)CCC3	-1.8	-0.7	-2	-99	-4.5	-1.3	-4	-1.5	-6	-99	-3
CC(C)(C)C(=O)Nc1ccc(Cc2ccncc2)cc1	-0.9	-0.1	0	2	-2.4	-0.6	-5	-0.1	-4	-3	1
O=C(Nc1cccc(C(=O)N2CCN(Cc3ccccc3)CC2)c1)c1ccccc1	-1.4	-1.5	-1	6	-1.1	-0.4	-1	-1.1	5	4	2
CCCCCCCC1CC(/C(C)=N/NC(N)=O)OC1=O (stereo not given)	-1.3	0.2	1	6	-3.0	-0.6	-5	1.2	-1	5	-1
CCN(Cc1ccccc1)C(=O)c1oc2ccc(S(=O)(=O)N3CCOCC3)cc2c1C	-1.4	-0.4	-3	2	-2.3	-0.4	-1	-2.7	1	0	1
Cc1cccc(N(CC(=O)N/N=C/c2ccc(C(=O)O)cc2)S(=O)(=O)c2ccccc2)c1C	-0.6	0.7	-4	-2	-0.1	.	2	-0.1	-2	-10	3
CCOC(=O)/C=C/C(=O)Nc1ccc(S(=O)(=O)Nc2cc(OC)nc(OC)n2)cc1	-0.8	-1.3	-2	4	-0.7	2.7	4	-0.5	1	4	-5
O=C1CN(C(=O)c2ccccc2Br)C(c2ccc(F)cc2)c2cc(F)ccc2N1 (stereo not given)	-0.8	-0.2	-3	1	-4.5	-2.1	7	-2.9	-6	-6	1
Cc1ccccc1OCCC(=O)OCC(=O)Nc1ccc(N2CCOCC2)cc1	-1.1	0.2	-2	1	-0.4	0.2	-6	-1.6	-6	-4	0
COC(=O)c1c(NC(=O)CSc2n[nH]c(N)n2)sc(C)c1C	-1.1	-0.5	-2	1	0.6	0.2	-3	-0.8	-3	0	-2
Cc1ccc(CC2(O)CC(C)N(C)CC2C)c(C)c1 (stereo not given)	-0.9	0.1	-3	4	-0.5	0.4	-2	-1.2	-2	-1	3
O=c1c2ccccc2nnn1CSc1ccccc1F	0.9	6.5*	11*	0	14*	3.3	3	5.9*	2	4	1
Nc1nccc(/C=C/c2c(Cl)cccc2Cl)n1	-2.2	-0.6	0	-68	1.6	0.3	-5	0.1	-44	-80	-1
CC(=O)Nc1ccc(C(=O)NCC(=O)OCc2c(F)cccc2Cl)cc1	-0.7	-0.4	2	3	3.3	0.3	-1	-0.9	-3	0	2
O=C(/C(=C/O)N=Nc1ccccc1)c1cccs1	-1.2	-0.2	1	-3	-3.4	-0.6	2	-1.9	-1	-6	0
O=[N+]([O-])c1ccc2c(c1)C(O)n1nc(-c3ccccc3)nc1S2 (stereo not given)	-0.6	-0.3	0	2	-1.6	6.7*	-3	0.6	0	-2	-6
COc1ccc(N=C2C(=O)Nc3ccc(C)c(Br)c32)cc1	-0.7	-0.1	-1	-4	0.5	-0.7	-22	0.6	-1	-6	-1
CCOc1ccc(OCC)c(S(=O)(=O)n2ccnc2C)c1	-0.8	-0.5	0	2	-2.6	-0.2	-3	-1.9	0	-4	-2
C=CCSc1nc2sc3c(c2c(=O)n1CC)CCC3	-0.8	-1.0	-3	-3	-0.8	-1.4	1	-1.8	-3	-2	4
Cc1ccc(-n2nc3c(N4CCC(C(=O)NCCc5cccs5)CC4)nnc(C)c3c2C)cc1	-1.0	0.1	-3	-36	-1.2	-0.6	-3	-2.0	-9	-63	30*
Cc1onc(-c2c(F)cccc2Cl)c1C(=O)OCc1nnc(-c2ccccc2)o1	-1.3	-1.4	-2	0	-1.7	-0.8	1	-2.6	2	-2	4
COc1ccc(S(=O)(=O)N2CCN(c3ccccc3)CC2)cc1OC	-0.6	-0.1	-6	1	-1.5	.	7	0.5	-2	-6	-5
CCN(C(=O)COC(=O)c1cc(=O)[nH]c2ccccc12)c1c(N)n(Cc2ccccc2)c(=O)[nH]c1=O	-0.8	-0.3	-1	-121	-2.1	2.2	1	2.7	-32	-160	-7
CCSC1=NC(C)(C)C=C(C)N1	-1.1	0.3	3	0	-1.7	-0.4	-4	-1.7	-1	-2	-5
COc1ccc(Cl)cc1S(=O)(=O)N1CCCC(C(=O)NCC(N)=O)C1 (stereo not given)	-1.4	-0.6	-4	6	2.4	0.8	3	-0.5	-2	0	0
COc1ccc(C=Nn2c(-c3ccccc3F)n[nH]c2=S)cc1OCc1ccccc1	-1.5	-3.5	-3	2	-11	.	1	-4.0	-1	3	1
